MT1-MMP txn act: MT1-MMP promoter reporter activation – cell-based, luciferase luminescence, primary screen; HT1080 MT1-MMP promoter luciferase reporter, overnight; stronger effect = higher value; activation factor at 10 µM; 0.16% of 86,000 active; AID 750, 2007;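 active means activation factor of at least 2 for MT1-MMP transcription at 10 µM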
The depositor's hits bear a star.

SMILES	MT1-MMP txn act
COc1ccc(S(=O)(=O)N2CCN(CCC(=O)Nc3ccc(F)cc3)CC2)cc1	1.1
CCCCCC1=C2CNC(Cc3ccccc3)(C(=O)OC)C=C2C(C)C1=O (stereo not drawn)	1.1
Cn1c(=O)c2c(nc(SCC(=O)Nc3ccc(N4CCOCC4)c(Cl)c3)n2C)n(C)c1=O	1.1
COc1ccc(NC(=O)c2oc3ccccc3c2NC(=O)c2ccc(OC)c(OC)c2)c(OC)c1	0.9
CC1(C(=O)O)C=CC2(CCCCC2)N1C(=O)c1ccccc1 (stereo not drawn)	1.1
CCCCCCN(C(=O)CCCCCN1C(=O)NC(c2ccc([N+](=O)[O-])cc2)C(C(=O)OCc2ccccc2)=C1C)C(C(=O)NCCCC)c1ccc(OCC(=O)OC)c(C(=O)OC)c1 (stereo not drawn)	1
COc1ccc(/C(O)=C2/C(=O)C(=O)N(CCCN(C)C)C2c2ccco2)cc1Cl (stereo not drawn)	1
CC(=O)N1CC=CC1(CC(C)C)C(=O)NCCN1CCOCC1 (stereo not drawn)	1
CCn1cc(C(=O)O)c(=O)c2cc3c(cc21)OCO3	1.1
COC(=O)[C@@]1(Cc2ccccc2)[C@H]2c3cc(C(=O)N4CCCC4)n(CCO)c3C[C@H]2CN1C(=O)c1ccccc1	1.2
CCCC[C@@H]1C[C@H]1C(NC(=O)Cc1ccccc1)c1ccc(Cl)cc1 (stereo partly drawn)	1.2
COC(=O)CNC(=O)C1(CC(C)C)C=CCN1C(=O)c1ccccc1 (stereo not drawn)	1.1
CCOCCn1c(=O)c2c(nc3n2CCN3c2ccc(CC)cc2)n(C)c1=O	1.1
Nc1c(C(=O)NC2CCCC2)c2nc3ccccc3nc2n1/N=C/c1cccnc1	0.9
C[C@@H](C(=O)NCc1ccccc1)[C@@H]1C[C@@]1(C)[C@@H](NC(=O)OCc1ccccc1)c1ccccc1	1.1
CCC/C=C(\CCC)C(NS(=O)(=O)c1ccc(-c2ccccc2)cc1)c1ccc(C(=O)OC)cc1 (stereo not drawn)	1.2
COC(=O)N1[C@H](C)C=C[C@]1(Cc1ccccc1)C(=O)NCCCNc1ncc(C(F)(F)F)cc1Cl	1.1
FC(F)(F)c1ccc(C2[C@H]3CN(Cc4ccc(-c5ccccc5)cc4)[C@H](c4ccccc4)C34CC2(c2cccnc2)C4)cc1 (stereo partly drawn)	1.2
CCNC(=O)[C@@H]1CCCN1C(=O)[C@H](CCCN=C(N)N)NC(=O)[C@H](CC(C)C)NC(=O)[C@@H](CC(C)C)NC(=O)[C@H](Cc1ccc(O)cc1)NC(=O)[C@H](CO)NC(=O)[C@H](Cc1c[nH]c2ccccc12)NC(=O)[C@H](Cc1cnc[nH]1)NC(=O)[C@@H]1CCC(=O)N1	1.2
COc1ccc(C(CC(=O)O)NC(=O)COc2ccc(C)cc2)cc1OC (stereo not drawn)	1.3
N#Cc1ccc(C23CC4(C2)[C@H](CN(CC2CCCCC2)[C@@H]4c2ccccc2)C3c2ccc(C(F)(F)F)cc2)cc1 (stereo partly drawn)	1
CCC1=C2CC[C@H]3C(=O)N(c4ccccc4)C(=O)[C@H]3[C@H]2[C@@]2(Cc3ccccc3)C(=NCCOC)OC(=O)N2C1=O	1.2
COC(=O)[C@@]1(Cc2ccc(F)cc2)[C@H]2c3cc(C(=O)N(C)C)n(CCCNc4ncc(C(F)(F)F)cc4Cl)c3C[C@H]2CN1C(=O)c1ccccc1	1.1
CCN(CC)S(=O)(=O)c1cccc(C(=O)Nc2cc(C)nn2-c2nc(C)cc(C)n2)c1	1
COC(=O)[C@@]1(Cc2ccccc2)[C@H]2c3cc(C(=O)N4CCCC4)n(CCN4CCNC4=O)c3C[C@H]2CN1C(=O)c1ccccc1	1.1
Next section.
SMILES	MT1-MMP txn act
COC(=O)c1ccc(C(NC(=O)OCc2ccccc2)/C(F)=C/[C@@H](C)C(=O)N[C@@H](CO)Cc2ccccc2)cc1 (stereo partly drawn)	1.1
COC(=O)[C@@H]1C[C@@]2(O)[C@H](O)[C@H](O)[C@H](O)C[C@H]2N1Cc1cc(F)ccc1F	1.1
CCOC(=O)C1=C(C)N(CCCC(=O)O)C(=O)NC1c1ccccc1OS(=O)(=O)c1ccc(C)cc1 (stereo not drawn)	1.1
CCCC/C=C/C(NC(=O)CCc1ccccc1)c1ccccc1 (stereo not drawn)	1.1
CC1=C(C(=O)OCC(Br)(Br)Br)C(c2cccc3ccccc23)NC(=O)N1CCCC(=O)O (stereo not drawn)	1.1
CCN(CC)C(=O)c1ccccc1NC(=O)c1cccc(S(=O)(=O)N(CC)CC)c1	1
O=c1cccc2n1Cc1cc3ccccc3nc1-2	1.2
N#Cc1ccc(C23CC4(C2)[C@H](CN(Cc2ccc(-c5ccccc5)cc2)[C@@H]4c2ccccc2)C3c2ccccc2)cc1 (stereo partly drawn)	1
CC(C)NC(=O)[C@@H]1C[C@H]1[C@@H](NC(=O)OCc1ccccc1)c1ccccc1	1.1
CCOC(=O)C1=C(COc2ccccc2)NC(=O)NC1c1ccc2ccccc2c1 (stereo not drawn)	1.2
Cc1ccc(N2CCN(S(=O)(=O)c3ccc4c(c3)n(C)c(=O)c(=O)n4C)CC2C)cc1 (stereo not drawn)	1.3
CCOC(=O)C1=C(C)N(CCCCCC(=O)O)C(=O)NC1c1ccccc1OC(=O)c1cccs1 (stereo not drawn)	1.1
CCc1ccccc1NS(=O)(=O)c1ccc2[nH]cc(C(=O)NC3CCCC3)c(=O)c2c1	1.1
CCC/C=C(\CCC)C(NC(=O)c1ccco1)c1ccc(C(=O)OC)cc1 (stereo not drawn)	1
Cc1ccc(CNC(=O)[C@H](C)[C@@H]2C[C@@]2(C)[C@@H](NC(=O)OCc2ccccc2)c2ccccc2)c(F)c1F	1.2
COC(=O)[C@@]1(Cc2ccc(OC)cc2)[C@H]2c3cc(C(=O)N4CCCC4)n(CCc4ccc(O)c(OC)c4)c3C[C@H]2CN1C(=O)c1ccccc1	1.1
Cc1ccc(C(c2sc3nc(C)nn3c2O)N2CCN(CCO)CC2)cc1 (stereo not drawn)	1
COC(=O)[C@@H]1C[C@@]2(O)[C@@H](O)[C@@H](O)[C@@H](O)C[C@H]2N1Cc1ccc(Cl)cc1	1.1
COC(=O)c1ccc(C23CC4(C2)[C@H](CN(Cc2ccc(C(F)(F)F)cc2)[C@@H]4c2ccccc2)C3c2ccccc2)cc1 (stereo partly drawn)	1.1
Cc1ccc(CNC(=O)[C@H](C)[C@@H]2C[C@@]2(C)[C@@H](NC(=O)OCc2ccccc2)c2ccccc2)o1	1.1
N#Cc1ccc(C23CC4(C2)[C@H](CN(Cc2ccc(C(F)(F)F)cc2)[C@@H]4c2ccccc2)C3c2ccc(C(F)(F)F)cc2)cc1 (stereo partly drawn)	1.1
CC1CC(C)CN(c2nc3c(c(=O)[nH]c(=O)n3C)n2CCSc2nc3ccccc3o2)C1 (stereo not drawn)	1
COC(=O)c1ccc(C(NC(=O)c2ccco2)[C@]2(C)C[C@H]2C2CCCCC2)cc1 (stereo partly drawn)	1.1
C[C@]1(C(=O)NCc2cc(F)cc(C(F)(F)F)c2)C=C[C@@H](Cc2ccccc2)N1C(=O)c1ccccc1	1.1
O=C(NCCc1c[nH]c2ccccc12)[C@@H]1C[C@H]1[C@@H](NP(=O)(c1ccccc1)c1ccccc1)c1ccccc1	1.1
Later entries.
SMILES	MT1-MMP txn act
COC(=O)C1=C(COc2ccccc2)NC(=O)NC1c1ccc2ccccc2c1 (stereo not drawn)	1.1
COc1ccc(N2CCN(C(=O)CN(C)S(=O)(=O)c3cnc[nH]3)CC2)cc1	1.2
CCC/C=C(\CCC)C(NS(=O)(=O)c1ccccc1)c1ccc(C(F)(F)F)cc1 (stereo not drawn)	1.2
COC(=O)[C@@]1(Cc2ccc(OC)cc2)[C@H]2c3cc(C(=O)N(C)C)n(C[C@H](O)CO)c3C[C@H]2CN1C(=O)c1ccccc1	1.1
COC(=O)[C@H]1C[C@@H]1[C@H](NC(=O)c1cc(C)nn1C)c1ccccc1	1.2
CC(=O)N1C2(C=CC1(C)C(=O)NCc1ccc(C)o1)CCCCC2 (stereo not drawn)	1.1
Cc1c(O)c(CN2CCCC(C)C2)cc2c3c(c(=O)oc12)CCC3 (stereo not drawn)	1.1
C[C@@H](C(=O)NCC1CC1)[C@@H]1C[C@@]1(C)[C@@H](NC(=O)OCc1ccccc1)c1ccccc1	1.1
CCC1=C(OC(=O)N(CC)CC)N2C(=O)OC(=NCC(=O)OC)[C@]2(Cc2ccccc2)[C@H]2C1=CC[C@H]1C(=O)N(CC(=O)OC)C(=O)[C@H]12	1.2
O=C(C1CCN(S(=O)(=O)c2cccnc2)CC1)N1CCN(c2ccc(Cl)cc2)CC1	0.9
COC(=O)[C@@]1(Cc2ccc(OC)cc2)[C@H]2c3cc(C(=O)N(C)C)n(Cc4ccc(C)c(F)c4F)c3C[C@H]2CN1C(=O)c1ccccc1	1.1
COC(=O)[C@@]1(Cc2ccc(OC)cc2)[C@H]2c3cc(C(=O)N(C)C)n(Cc4ccc(C)o4)c3C[C@H]2CN1C(=O)c1ccccc1	1.2
COc1c(Br)cc2c(C)c(C(=O)O)oc2c1Br	1.1
C/C(=C\C1CCCCC1)C(NC(=O)c1ccc(C(F)(F)F)cc1)c1ccc(-c2ccccc2)cc1 (stereo not drawn)	1.2
COC(=O)[C@@]1(Cc2ccc(F)cc2)[C@H]2c3cc(C(=O)N(C)C)n(Cc4ccc(OC)c(OC)c4)c3C[C@H]2CN1C(=O)c1ccccc1	1.2
CCCCCCN(C(=O)CCCCCN1C(=O)NC(c2ccc(C3CCCCC3)cc2)C(C(=O)OCc2ccccc2)=C1C)C(C(=O)NCCCC)c1ccc(OCC(=O)OC)c(C(=O)OC)c1 (stereo not drawn)	1
Nc1ccn([C@@H]2O[C@H](CO)[C@@H](O)[C@@H]2O)c(=O)n1	0.8
COC(=O)c1ccc(C(NC(=O)OCc2ccccc2)/C(C)=C/[C@@H](C)C(=O)NCc2cccnc2)cc1 (stereo partly drawn)	1.8
CC1=C(C(=O)OCc2ccccc2)C(c2cccs2)NC(=O)N1CCCC(=O)O (stereo not drawn)	1.2
CCOCCn1c(SCc2ccccc2)nc2c1c(=O)[nH]c(=O)n2C	1.1
C[C@]1(C(=O)NCC2CC2)C=C[C@@H](Cc2ccccc2)N1C(=O)c1ccccc1	1.1
CCS(=O)(=O)N1CCC(C(=O)NCCN2CCOCC2)CC1	1.2
O=C(NCC#CCOCc1ccccc1)c1ccccc1	1.2
CCC1=C2CC[C@H]3C(=O)NC(=O)[C@H]3[C@H]2[C@@]2(Cc3ccccc3)C(=NCC(=O)OC)OC(=O)N2C1=O	1.1
CCC1=C(OC(=O)N(CC)CC)N2C(=O)OC(=NCCOC)[C@]2(C)[C@H]2C1=CC[C@H]1C(=O)N(C)C(=O)[C@H]12	1.1
New compounds follow.
SMILES	MT1-MMP txn act
COC(=O)C1=C(C)N(CCCC(=O)O)C(=O)NC1c1ccccc1OS(=O)(=O)c1ccccc1[N+](=O)[O-] (stereo not drawn)	1.1
COc1cccc(C(=O)Nc2nnc(-c3ccc(Cl)cc3)o2)c1	1.1
Cc1cc(C)n(Cc2cc(C)c(Cn3nc(C)cc3C)cc2C)n1	1.1
COC(=O)[C@@]1(Cc2ccccc2)[C@H]2c3cc(C(=O)N(C)C)n(Cc4c(CO)[nH]cc(C)c4=O)c3C[C@H]2CN1C(=O)c1ccccc1	1
C[C@@H](C(=O)Nc1ccc2ccccc2c1)[C@H]1C[C@]1(C)[C@H](NC(=O)OCc1ccccc1)c1ccccc1	1.2
C=C(CC1([C@@H](NP(=O)(c2ccccc2)c2ccccc2)[C@H]2C[C@@H]2CCN(C(=O)OCC)S(=O)(=O)c2ccc(C)cc2)CC1)c1ccccc1	1.1
COC(=O)N1[C@H](C)C=C[C@]1(Cc1ccccc1)C(=O)NCc1ccc(C)o1	1.1
CC1CC(C)CN(C(=O)CCNS(=O)(=O)c2cccs2)C1 (stereo not drawn)	1.4
CC1=C(C(=O)OCc2ccccc2)C(c2ccc3c(c2)OCO3)NC(=O)N1CCCC(=O)O (stereo not drawn)	1.2
COC(=O)CC1Oc2cc3oc4c(c3cc2O1)C(=O)CC(C)(C)C4 (stereo not drawn)	1
C=CCn1c(SCC(=C)C)nc2c1c(=O)[nH]c(=O)n2C	1.1
COC(=O)c1c(NC(=O)CSc2nc3c(c(=O)n(C)c(=O)n3C)n2C(C)C)sc(C)c1C	0.9
COC(=O)c1ccc(C(NC(=O)OCc2ccccc2)/C(C)=C/[C@@H](C)C(=O)NCc2nc3ccccc3s2)cc1 (stereo partly drawn)	1.1
COC(=O)[C@@]1(Cc2ccc(F)cc2)[C@H]2c3cc(C(=O)N4CCCC4)n(CCCNc4ncc(C(F)(F)F)cc4Cl)c3C[C@H]2CN1C(=O)c1ccccc1	1.1

A section taken from the entries so far:
SMILES	MT1-MMP txn act
CCC1=C(OC(=O)N(CC)CC)N2C(=O)OC(=NCCOC)[C@]2(C)[C@H]2C1=CC[C@H]1C(=O)N(C)C(=O)[C@H]12	1.1
COC(=O)C1=C(C)N(CCCC(=O)O)C(=O)NC1c1ccccc1OS(=O)(=O)c1ccccc1[N+](=O)[O-] (stereo not drawn)	1.1
COc1cccc(C(=O)Nc2nnc(-c3ccc(Cl)cc3)o2)c1	1.1
Cc1cc(C)n(Cc2cc(C)c(Cn3nc(C)cc3C)cc2C)n1	1.1
COC(=O)[C@@]1(Cc2ccccc2)[C@H]2c3cc(C(=O)N(C)C)n(Cc4c(CO)[nH]cc(C)c4=O)c3C[C@H]2CN1C(=O)c1ccccc1	1
C[C@@H](C(=O)Nc1ccc2ccccc2c1)[C@H]1C[C@]1(C)[C@H](NC(=O)OCc1ccccc1)c1ccccc1	1.2
C=C(CC1([C@@H](NP(=O)(c2ccccc2)c2ccccc2)[C@H]2C[C@@H]2CCN(C(=O)OCC)S(=O)(=O)c2ccc(C)cc2)CC1)c1ccccc1	1.1
COC(=O)N1[C@H](C)C=C[C@]1(Cc1ccccc1)C(=O)NCc1ccc(C)o1	1.1
CC1CC(C)CN(C(=O)CCNS(=O)(=O)c2cccs2)C1 (stereo not drawn)	1.4
CC1=C(C(=O)OCc2ccccc2)C(c2ccc3c(c2)OCO3)NC(=O)N1CCCC(=O)O (stereo not drawn)	1.2
COC(=O)CC1Oc2cc3oc4c(c3cc2O1)C(=O)CC(C)(C)C4 (stereo not drawn)	1
C=CCn1c(SCC(=C)C)nc2c1c(=O)[nH]c(=O)n2C	1.1

Some of the compounds tested; count on the stated rates, not on these rows.
